Screens (PubChem BioAssay)
p-CIP stab down: p/CIP-EGFP fusion destabilizers, primary screen, fluorescence, F442A cells; Q05BA5; decrease of EGFP signal, % at 10 µM; 16 h; 290,000 compounds, 0.01% hits;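 active means EGFP signal decrease of at least 30% at 10 µM or well 3 SD below plate mean, unless failing retest; inactive means the rest, including hits failing retest or dose response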; further: some compounds called inactive have numbers as strong as hits; many of its hits are not listed in these tables
Target sequence (Q05BA5 1-1403): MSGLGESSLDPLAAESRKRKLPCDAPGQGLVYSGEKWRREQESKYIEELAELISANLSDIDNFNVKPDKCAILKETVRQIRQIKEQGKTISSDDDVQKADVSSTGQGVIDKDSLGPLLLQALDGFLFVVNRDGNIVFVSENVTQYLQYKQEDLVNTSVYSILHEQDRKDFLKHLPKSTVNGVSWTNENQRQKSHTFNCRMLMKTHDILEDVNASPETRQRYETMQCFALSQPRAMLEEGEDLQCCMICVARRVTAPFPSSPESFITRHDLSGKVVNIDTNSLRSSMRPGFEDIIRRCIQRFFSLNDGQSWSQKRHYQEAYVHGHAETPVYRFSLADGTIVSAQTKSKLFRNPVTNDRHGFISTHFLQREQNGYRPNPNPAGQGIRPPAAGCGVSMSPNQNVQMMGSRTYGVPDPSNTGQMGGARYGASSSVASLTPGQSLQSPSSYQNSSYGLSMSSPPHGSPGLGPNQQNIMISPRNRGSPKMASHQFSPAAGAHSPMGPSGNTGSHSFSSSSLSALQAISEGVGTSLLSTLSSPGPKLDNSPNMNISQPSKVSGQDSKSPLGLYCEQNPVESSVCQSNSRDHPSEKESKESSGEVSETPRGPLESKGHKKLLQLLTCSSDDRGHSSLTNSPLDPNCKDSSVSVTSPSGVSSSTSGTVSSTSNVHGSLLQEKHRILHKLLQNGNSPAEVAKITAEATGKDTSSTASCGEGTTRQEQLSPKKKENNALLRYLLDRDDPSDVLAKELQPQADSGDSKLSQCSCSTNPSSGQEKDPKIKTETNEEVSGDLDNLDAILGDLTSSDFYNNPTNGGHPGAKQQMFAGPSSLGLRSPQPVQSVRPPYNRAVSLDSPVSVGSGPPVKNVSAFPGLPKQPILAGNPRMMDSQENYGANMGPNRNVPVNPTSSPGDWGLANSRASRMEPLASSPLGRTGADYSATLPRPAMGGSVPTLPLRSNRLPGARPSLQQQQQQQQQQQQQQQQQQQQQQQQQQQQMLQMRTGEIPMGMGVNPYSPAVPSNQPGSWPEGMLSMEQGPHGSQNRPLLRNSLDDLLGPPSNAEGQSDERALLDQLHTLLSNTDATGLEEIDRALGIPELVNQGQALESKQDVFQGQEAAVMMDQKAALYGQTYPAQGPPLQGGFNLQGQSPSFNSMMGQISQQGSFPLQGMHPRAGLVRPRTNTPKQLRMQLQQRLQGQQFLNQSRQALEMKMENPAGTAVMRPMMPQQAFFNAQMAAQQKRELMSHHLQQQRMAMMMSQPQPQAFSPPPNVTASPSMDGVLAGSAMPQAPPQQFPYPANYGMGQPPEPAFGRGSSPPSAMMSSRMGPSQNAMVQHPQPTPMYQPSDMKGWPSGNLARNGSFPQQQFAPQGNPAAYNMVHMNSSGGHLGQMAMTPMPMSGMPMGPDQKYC
VIM-2 inh: VIM-2 metallo-beta-lactamase inhibitors, primary screen, biochemical, epi-absorbance readout, Pseudomonas aeruginosa enzyme | purified VIM-2, nitrocefin hydrolysis, epi-absorbance fluorescence | inhibition, % at 5.6 µM | 290,000 compounds, 0.89% hits;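 active means inhibition above the mean of all tested compounds plus 3 SD, cutoff set per screening run, cut at about 7.5% in these data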;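 further: red hydrolysis product quenches plate fluorescence so inhibitors raise well fluorescence; 0% = enzyme with DMSO and 100% = DMSO without enzyme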
NS3 helicase inh: inhibitors of HCV NS3 helicase, primary screen, biochemical, Cy5 molecular beacon fluorescence; Hepatitis C virus NS3 helicase; NS3 helicase DNA unwinding; inhibition, % at 10.9 µM; 290,000 compounds, 0.56% hits; AID 1800, 2009;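 active means inhibition above the mean of all tested compounds plus 3 SD, set per campaign, cut at about 35% in these data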;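 further: 0% = DMSO wells and 100% = thioflavine S control wells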
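test system = hepatitis C virus NS3 helicase domain fragment enzyme | reagent = annealed dual-labelled DNA beacon duplex, ATP-started | times = 1 h at 25 °C | detection = Cy5 fluorescence, 0 and 60 min reads | read-out basis = percent inhibition from t60/t0 fluorescence ratio | control set = DMSO and thioflavine S | replication = one well per compound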
FID counter: compounds displacing fluorescent DNA intercalator, primary screen, artefact control for HCV NS3 helicase inhibitor project, biochemical, FID fluorescence. 290,000 compounds, 0.17% hits. inhibition, % at 7.9 µM. AID 1845, 2009. DNA fluorescent intercalator displacement; in the data active means inhibition above about 37%;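 further: 0% = vehicle and 100% = reference compound; higher means more ethidium bromide displaced from hairpin DNA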
IDE inh: human IDE inhibitors in live cells, primary screen, fluorescence polarization, HEK cells, FAbetaB substrate; Insulin-degrading enzyme (Homo sapiens), P14735; 320,000 compounds, 0.41% hits; inhibition, % at 5.59 µM; FAbetaB cleavage;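 active means percent inhibition above the average of all tested compounds plus 3 SD, set per screening campaign, cut at about 16% in these data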;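 further: IDE supplied by intact live HEK cells; FP after avidin binding of uncleaved biotin substrate so inhibition keeps polarization high; 0% = DMSO wells and 100% = 60 µM reference IDE inhibitor Ii1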
M18AAP inhibitor: PfM18AAP inhibitors, malaria aminopeptidase, primary screen, biochemical, QFRET, recombinant enzyme. M18 aspartyl aminopeptidase (Plasmodium falciparum 3D7). H-Glu-NHMec fluorogenic cleavage. inhibition, % at 7.35 µM. 290,000 compounds, 1.2% hits;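 active means inhibition above the campaign mean inhibition over all tested compounds plus 3 SD, cut at about 28% in these data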;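 further: 0% = plate median of test compound wells and 100% = 2 mM ZnCl2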
IMP-1 inh: IMP-1 metallo-beta-lactamase inhibitors, primary screen, biochemical, epi-absorbance readout, Pseudomonas aeruginosa enzyme; metallo-beta-lactamase IMP-1 (Pseudomonas aeruginosa); purified IMP-1, nitrocefin hydrolysis, epi-absorbance fluorescence; inhibition, % at 5.6 µM; 290,000 compounds, 0.45% hits; AID 1556, 2009;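 active means inhibition above the mean plus 3 SD of all compounds in the same screening run, cut at about 4.5% in these data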;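 further: 0% = IMP-1 with DMSO and 100% = DMSO wells lacking enzyme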
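System: purified IMP-1; amount: IMP-1 0.2 nM before substrate addition; compound: single dose, 5.6 µM; times: 25 °C, 15 min preincubation, 25 min reaction; signal: Epi-absorbance via hydrolysed-nitrocefin quenching of white-plate fluorescence, 480/530 nm, EDTA stop; benchmarks: DMSO with and without IMP-1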
IDE act: human IDE activators in live cells, primary screen, fluorescence polarization, HEK cells, FAbeta-B substrate | Insulin-degrading enzyme (Homo sapiens), P14735 | FAbeta-B cleavage; 0% vehicle, 100% cell-free pure enzyme wells | activation, % at 5.96 µM | 340,000 compounds, 0.073% hits | AID 493087, 2011;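 active means activation above the mean of all tested compounds plus 3 SD, set per screening campaign, cut at about 17% in these data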
UBC9 SUMO inh: inhibitors of in vitro SUMOylation cascade, primary screen, biochemical, HTRF, uHTS | SUMO-conjugating enzyme UBC9 (Homo sapiens), P63279 | HTRF SUMOylation assay, SAE1/SAE2 + UBC9 | inhibition, % at 35 µM | 290,000 compounds, 0.36% hits | AID 2006, 2009; in the data active means inhibition above about 50%, passing the limit was not always enough; inconclusive means no clear call, values can overlap the other calls; further: strong numbers were not always called active
Starred values were filed as active, the others as inactive; ? = inconclusive; · = no result given.

SMILES	p-CIP stab down	VIM-2 inh	NS3 helicase inh	FID counter	IDE inh	M18AAP inhibitor	IMP-1 inh	IDE act	UBC9 SUMO inh
CC1CCCCC12NC(=O)N(Cn1nnc3ccccc3c1=O)C2=O (stereo not given)	2	0.7	0	0	6	1	-1.3	3	4
C=CCn1c(Cc2cccs2)nnc1SCC(=O)NC1CC1	-8	-1.6	-1	-12	-4	-2	0.7	5	10
COc1cc(/C=C2\SC(=S)N(NC(=O)c3ccncc3)C2=O)ccc1O	-125	-6.4	4	2	81*	14	-8.2	-136	-2
Cn1c(SCCC(=O)O)nnc1-c1ccncc1	-4	-4.0	-3	6	-2	6	-3.7	1	19
O=S(=O)(c1ccc(Br)cc1)N1CCOC12CCCCC2	4	-2.7	-3	-5	4	5	-2.8	·	-14
O=C(CCN1CCN(Cc2ccccc2)CC1)Nc1cccc(Br)c1	4	0.6	-1	4	7	3	-3.5	-1	-3
CSCC[C@H](NC(=O)COc1ccc(Cl)cc1Cl)c1nc2ccccc2[nH]1	-5	-1.5	-6	-1	0	4	-4.8	-1	-8
O=C(NC1CCCCC1)c1ccc(Cn2cc(Br)cn2)o1	-2	-2.1	14	-29	2	-22	-3.2	-1	-7
COC(=O)CNC(=O)c1cccs1	13	-1.3	-8	-2	10	0	-2.5	3	16
CC1(C)C(c2cccs2)=[N+]([O-])C2(CCCCC/C2=N\NC(N)=O)N1O (stereo not given)	7	0.5	-2	-2	8	-10	-1.2	1	-7
CCOC(=O)c1cc(C#N)c(SCC(N)=O)[nH]c1=O	4	-2.4	3	-1	-4	5	-1.1	0	10
Cc1cnc(C(=O)OCC(=O)NCCc2ccccc2)cn1	6	-1.7	-6	0	0	-2	-1.9	0	11
O=c1c2ccccc2nnn1CSc1nnc(Nc2ccccc2)s1	-1	-1.2	-10	7	-1	13	-1.7	3	3
CCOC(=O)c1ccc(NC(=O)C(=O)NCC2CCCO2)cc1 (stereo not given)	2	-2.0	1	-8	0	4	-1.9	1	10
O=C(NNC(=O)c1cc(OCC(F)(F)F)ccc1OCC(F)(F)F)c1ccc(Cl)c(Cl)c1	3	-2.7	8	-2	-2	-15	-1.2	4	-10
CC(=O)N/C(=C/c1ccc(OC(F)F)cc1)C(=O)O	-13	-2.7	-1	3	9	2	-3.1	5	6
Cc1ccc(C)c(NC(=O)CN(C)S(=O)(=O)c2ccc(F)cc2)c1	-5	-2.0	3	0	1	0	-1.8	5	8
CC(NC(=O)c1sc2ccccc2c1Cl)C1CCCO1 (stereo not given)	-2	-3.2	7	-14	1	3	-3.9	3	-3
O=C(COc1cccnc1[N+](=O)[O-])Nc1ccc2c(c1)OC(F)(F)O2	3	-0.5	-7	4	-4	-2	-2.1	1	3
CCCNC(=O)c1cc(SC)ccc1Cl	-4	-4.0	4	0	1	-5	-1.9	-3	-7
CN(C)c1cccc(C(=O)OCCNC(=O)c2cccc(S(=O)(=O)N3CCOCC3)c2)c1	-3	0.6	8	-30	5	6	0.1	-1	-5
Cc1ccnc(SCCn2c(N3CCC(C)CC3)nc3c2c(=O)n(C)c(=O)n3C)n1	·	-2.4	15	-19	8	-8	-6.1	-2	·
COc1cc(C)c(NC(=S)Nc2ccc(Cl)c(Cl)c2)cc1OC	8	-4.6	-12	-2	1	3	-2.9	6	-11
COC(=O)c1ccc(NC(=O)CN2CCN(c3ccccc3C)CC2)cc1	-5	-1.4	-7	-12	-2	2	2.4	1	1
O=c1[nH]c2cc(NCCO)c([N+](=O)[O-])cc2[nH]1	-1	-1.0	-13	3	14	-8	-2.6	3	-8
More records follow:
SMILES	p-CIP stab down	VIM-2 inh	NS3 helicase inh	FID counter	IDE inh	M18AAP inhibitor	IMP-1 inh	IDE act	UBC9 SUMO inh
CCNC(=O)CN(c1ccc(C)cc1)S(=O)(=O)c1ccccc1	-4	-3.9	1	-6	-8	-3	-5.4	4	3
CCC(=O)Nc1nc(C)c(-c2csc(Nc3ccccn3)n2)s1	4	-1.1	-20	-11	2	0	-2.4	5	5
Cc1ccc(NS(=O)(=O)c2ccc3[nH]c(=O)oc3c2)c(C)c1	-10	-2.2	-2	0	-4	-2	-4.1	0	13
O=C(O)c1cnn2c(C(F)(F)F)cc(-c3ccccc3)nc12	16	-2.1	-5	0	2	2	-6.8	7	22
CCC(/C=N/NC(=O)C1COc2ccccc2O1)CC (stereo not given)	-8	-4.7	3	3	4	-8	-3.2	6	1
CCC(Sc1nncn1C)C(=O)Nc1nnc(-c2ccc(Cl)cc2)s1 (stereo not given)	-10	-0.3	-9	-11	3	0	-5.5	-1	12
NS(=O)(=O)c1ccc(CNC(=O)/C=C/c2c(F)cccc2Cl)cc1	-15	-1.7	2	-4	-3	8	-2.6	1	0
O=C(CCC(=O)Nc1ccc(Br)cc1)N/N=C/c1ccccc1O	-5	-5.0	14	-5	5	17	-3.2	4	9
CCc1ccc(NC(=O)CSc2nnc(C)c(=O)n2N)cc1	5	2.6	-2	-6	6	-4	-1.4	0	-7
O=C(NC1=NCCS1)c1cc(-c2cccs2)nc2ccccc12	2	0.5	-11	-2	-7	-1	-1.0	12	29
CCC(=O)Nn1c(C)nnc1C	-4	-2.7	4	2	0	7	-4.0	2	23
COc1ccc(C(=S)N2CCN(c3cccc(Cl)c3)CC2)c(OC)c1	-6	-1.5	1	-4	-2	10	-2.1	-2	-6
Cc1c(NC(=O)C(C)OC(=O)c2cc(Cl)ccc2O)c(=O)n(-c2ccccc2)n1C (stereo not given)	-13	-1.6	1	-3	3	7	-2.3	1	-5
Cn1nc(NC(=O)C(F)(F)F)c2ncc(-c3ccc(Cl)cc3)nc21	-2	-1.4	8	-9	1	2	-3.6	2	10
Oc1ccc(N=Cc2ccc(O)c(O)c2)cc1	-21	-3.3	15	-3	-3	46*	-4.5	1	?
COc1ccc(N2CC(C(=O)NCc3ccco3)CC2=O)cc1 (stereo not given)	-24	1.8	0	0	-2	6	0.3	8	10
O=C(O)COc1ccc(/C=N/NC(=O)Cc2ccc(Cl)cc2)cc1	1	-2.8	0	-14	2	1	-4.4	3	17
COc1cccc(NC(=O)n2nc(N)cc2-c2ccc(Cl)cc2)c1	-8	-1.4	-12	0	0	-1	-1.5	-4	2
CC1CCC2(CC1)NC(=O)N(Cc1nc(-c3ccccc3)no1)C2=O (stereo not given)	5	-0.6	2	-9	-2	0	3.3	5	-7
Cc1ccc2c(c1)N(CC(=O)N1CCCCCC1)C(=O)CO2	3	-1.9	2	-9	4	4	-2.4	-2	10
O=C(NCc1ccc(Cl)cc1)C1CCC(CNS(=O)(=O)c2ccccc2)CC1 (stereo not given)	-14	-5.2	3	-32	-1	3	-2.0	3	3
Cc1[nH]c2ccc(F)cc2c(=O)c1SC(F)(F)C(F)F	-10	3.1	2	5	2	-3	0.8	1	19
CCCn1c(=O)c(C(=O)NCc2cccnc2)c(O)c2ccccc21	1	-3.9	20	-10	-4	6	-0.5	-2	-16
COc1ccc(C(=O)OCCN2CCOCC2)cc1OC	-9	-1.0	-4	-5	6	-12	-1.0	-5	-4
Cc1ccc(NC(=O)CN(C)C(=O)CSc2nc3ccccc3o2)cc1	-5	-2.8	2	-9	-2	-6	-3.6	3	14
Remaining list, next part
SMILES	p-CIP stab down	VIM-2 inh	NS3 helicase inh	FID counter	IDE inh	M18AAP inhibitor	IMP-1 inh	IDE act	UBC9 SUMO inh
O=CN1CCN(C(=O)CC(c2ccccc2)c2cc(Br)ccc2O)CC1 (stereo not given)	-2	-2.0	-5	-22	-7	2	-2.3	5	-1
CCOc1ccc(Nc2nc(NCc3ccco3)nc(N)c2[N+](=O)[O-])cc1	1	-2.2	11	-1	7	0	-3.5	-4	-7
COC(=O)NNC(=O)COc1cc(C)ccc1C	1	0.4	-12	8	2	-8	-1.1	-1	0
C/C(=C\C(=S)Nc1ccccc1)Nc1ccc2ccccc2c1	6	0.6	-7	-3	-2	15	-3.3	-2	35
Cc1nn(C(=O)/C(C#N)=C/N(C)C)c(C)c1C	3	-3.8	1	1	2	-3	-3.0	2	21
CC(C)(C)c1ccc(/C([O-])=C(/C(=S)NCc2ccco2)[n+]2ccccc2)cc1	2	-4.2	14	-3	2	5	-7.1	·	-2
CC(C)c1ccc(CN2CC(C(=O)O)CC2=O)cc1 (stereo not given)	-5	-1.1	-2	0	1	-7	-2.4	-2	3
COc1ccc(C2C(C(=O)c3ccco3)=C(O)C(=O)N2CCN2CCOCC2)c(OC)c1 (stereo not given)	-1	-0.5	-11	-16	-3	17	-3.0	3	16

3 compounds out of the list above, arranged by the value under NS3 helicase inh, ascending.
Structure,p-CIP stab down,VIM-2 inh,NS3 helicase inh,IDE inh,M18AAP inhibitor,IMP-1 inh,IDE act,UBC9 SUMO inh
O=C(O)c1cnn2c(C(F)(F)F)cc(-c3ccccc3)nc12,16,-2.1,-5,2,2,-6.8,7,22
COc1cc(/C=C2\SC(=S)N(NC(=O)c3ccncc3)C2=O)ccc1O,-125,-6.4,4,81*,14,-8.2,-136,-2
CCOc1ccc(Nc2nc(NCc3ccco3)nc(N)c2[N+](=O)[O-])cc1,1,-2.2,11,7,0,-3.5,-4,-7

Compounds from the list above that contain fluorine (8):
SMILES	p-CIP stab down	VIM-2 inh	NS3 helicase inh	FID counter	IDE inh	M18AAP inhibitor	IMP-1 inh	IDE act	UBC9 SUMO inh
O=C(NNC(=O)c1cc(OCC(F)(F)F)ccc1OCC(F)(F)F)c1ccc(Cl)c(Cl)c1	3	-2.7	8	-2	-2	-15	-1.2	4	-10
CC(=O)N/C(=C/c1ccc(OC(F)F)cc1)C(=O)O	-13	-2.7	-1	3	9	2	-3.1	5	6
Cc1ccc(C)c(NC(=O)CN(C)S(=O)(=O)c2ccc(F)cc2)c1	-5	-2.0	3	0	1	0	-1.8	5	8
O=C(COc1cccnc1[N+](=O)[O-])Nc1ccc2c(c1)OC(F)(F)O2	3	-0.5	-7	4	-4	-2	-2.1	1	3
O=C(O)c1cnn2c(C(F)(F)F)cc(-c3ccccc3)nc12	16	-2.1	-5	0	2	2	-6.8	7	22
NS(=O)(=O)c1ccc(CNC(=O)/C=C/c2c(F)cccc2Cl)cc1	-15	-1.7	2	-4	-3	8	-2.6	1	0
Cn1nc(NC(=O)C(F)(F)F)c2ncc(-c3ccc(Cl)cc3)nc21	-2	-1.4	8	-9	1	2	-3.6	2	10
Cc1[nH]c2ccc(F)cc2c(=O)c1SC(F)(F)C(F)F	-10	3.1	2	5	2	-3	0.8	1	19
